# High-throughput results: PubChem BioAssay, National Center for Advancing Translational Sciences (NCATS)
# EPAC1 ag = agonists of human EPAC1; EPAC1 agonist qHTS, biochemical assay; response scale: 100% = response to 6.5 mM cAMP; AID 720707; Potency, µM (highest dose often 154 µM), for the others: top-dose activation, hits mostly activators; 360,000 tested, 0.073% active; also: nearly all actives have a fitted effect of over 60% in size
#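 EPAC1 100 nM, Rap1B–BODIPY-GDP 250 nM, unlabeled GDP 50 uM; compound titration; 5 min RT; kinetic read ex480/em540 at 5-min intervals ×30 min; data normalized to 6.5 mM cAMP agonist control.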
# PTHR1 agonist = PTHR1 (human) receptor agonism; AID 743266; 410,000 tested, 0.075% active; HEK293 GP2 PTHR1 cells, GloSensor cAMP luminescence, 1 h; Potency, µM (top dose mostly 115 µM), without a hit: at the top dose activation, actives largely listed as activators; Q03431; also: nearly all actives have a fitted effect of over 55% in size; some results filed as inactive show a strong effect at the top dose; inactives centre near -15; many of its hits are not listed in these tables
# Target sequence (Q03431 whole entry, looked up): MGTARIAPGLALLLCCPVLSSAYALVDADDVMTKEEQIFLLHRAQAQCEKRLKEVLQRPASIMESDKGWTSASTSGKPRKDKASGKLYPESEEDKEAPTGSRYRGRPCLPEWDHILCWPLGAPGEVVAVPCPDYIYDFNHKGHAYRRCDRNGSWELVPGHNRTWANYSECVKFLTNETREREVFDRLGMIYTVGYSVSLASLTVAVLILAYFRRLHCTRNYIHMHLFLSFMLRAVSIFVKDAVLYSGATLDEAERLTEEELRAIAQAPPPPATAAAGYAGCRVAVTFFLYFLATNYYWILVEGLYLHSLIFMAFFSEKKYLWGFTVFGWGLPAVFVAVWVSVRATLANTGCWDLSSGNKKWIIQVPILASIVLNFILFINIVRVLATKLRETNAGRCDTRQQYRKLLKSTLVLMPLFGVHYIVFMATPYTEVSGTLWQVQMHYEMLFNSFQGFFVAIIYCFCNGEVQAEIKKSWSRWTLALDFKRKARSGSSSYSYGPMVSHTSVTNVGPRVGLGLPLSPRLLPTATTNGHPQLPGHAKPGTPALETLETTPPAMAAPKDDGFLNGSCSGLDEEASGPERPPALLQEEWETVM
#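 HEK-293-derived GP2 cells expressing PTHR1 and a GloSensor cAMP reporter, 3,000/well, plated overnight, given luciferin plus IBMX (each 0.5 mM as added) for 1 h at 37 °C, then compound for 1 h at 37 °C. Luminescence was read after 15 min at room temperature.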
# EPAC2 antagonist = EPAC2 (human) antagonism | EPAC2 GEF exchange of Rap1B-BODIPY-GDP, fluorescence | Potency, µM (doses to about 114 µM), for inactives: at the top dose activity, negative = inhibition, usual class: inhibitors | 360,000 tested, 0.18% active | AID 720708; also: % is scaled to controls: 0 for no effect and ±100 for the full control effect; nearly all actives have a fitted effect of over 45% in size; many of its hits are not listed in these tables
# TDP43 rescue = rescues yeast growth from TDP-43 toxicity; TDP-43 expressing yeast growth rescue, BacTiter-Glo, 24 h; Potency, µM (highest dose often 46.1 µM), for the others: top-dose growth rescue (activation), most hits filed as activators; 410,000 tested, 1.8% active; also: % of control where 0% means no effect; nearly all actives have a fitted effect of over 50% in size
#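 Luminescence from BacTiter-Glo reports growth of TDP-43-expressing yeast after 24 hr at 30 deg C with compound. Cells were raffinose-pregrown to mid-log, then seeded in galactose medium at OD600=0.02.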
# EPAC1 antagonist = blocks human EPAC1 exchange factor; O95398; EPAC1 GEF assay, Rap1b-BODIPY-GDP exchange fluorescence; 360,000 tested, 0.14% active; AID 720709; Potency, µM (series often up to 115 µM), for the others: at the top dose activity change, negative = inhibition, usual class: inhibitors;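 also: plate controls were vehicle for no effect and positive control for full effect; nearly all actives have a fitted effect of over 50% in size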
# EPAC2 agonist = activates human EPAC2 exchange factor; 360,000 tested, 0.079% active; Potency, µM (highest dose often 154 µM), for inactives: top-dose activation, most hits filed as activators; EPAC2 activation, biochemical qHTS; response scale: 100% = 6.5 mM cAMP response; Q8WZA2; also: nearly all actives have a fitted effect of over 50% in size
#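 Compounds were added across a concentration range to EPAC2 (100 nM), RAP1B-BODIPY-GDP (250 nM) and GDP (50 uM). After 5 min at room temperature, fluorescence was recorded at 5-min intervals for 30 min.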
# FUS suppressor = rescues growth of FUS-expressing yeast. 390,000 tested, 0.24% active. AID 1347120. S. cerevisiae FUS-expressing, growth rescue, OD600, 24 h. Potency, µM (doses to about 76.6 µM), without a hit: at the highest dose growth rescue (activation), actives largely listed as activators;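 also: plate controls were DMSO vehicle for no effect and reference control for full effect; nearly all actives have a fitted effect of over 55% in size; some results filed as inactive show a strong effect at the top dose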
#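 Restored growth of FUS-toxic S. cerevisiae, read as 600 nm absorbance after 24 h at 30C in galactose medium (starting OD 0.005). Controls CP55940 and DMSO.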
# aSyn rescue = rescues yeast growth from alpha-synuclein toxicity; Yeast expressing alpha-synuclein, growth rescue, BacTiter-Glo, 24 h; Potency, µM (doses to about 46.1 µM), without a hit: at the top dose growth rescue (activation), hits mostly activators; 370,000 tested, 0.14% active; also: % of control where 0% means no effect; nearly all actives have a fitted effect of over 65% in size
#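 Rescue of yeast growth: cells expressing toxic alpha-synuclein, induced in galactose at OD600 0.02, incubated with compound 24 h at 30 C. ATP luminescence quantified growth; inhibitors of toxicity appear as activators.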
# Numbers without * were called inactive; i = inactive; u = inconclusive; x = no result given; [ ] = dose if it differs, or a comment. Calls follow the shape of the dose curve; as a rule, active = well fitted curve in the direction sought with a large enough effect; inconclusive = small, poorly fitted or top-dose-only effect, or another doubt; inactive = no such curve, though single readings can be large; an effect the other way counts as inactive or inconclusive. Potency is read from the fitted curve at half-maximal effect.
# Values in the order – EPAC1 ag	PTHR1 agonist	EPAC2 antagonist	TDP43 rescue	EPAC1 antagonist	EPAC2 agonist	FUS suppressor	aSyn rescue
1. C=CCn1c(SCC(=O)c2ccc(Cl)cc2)nnc1-c1ccc2c(c1)OCO2
  1%	-26%	-15%	u	-2%	-1%	31%	3%
2. Cc1ccc(OCC(=O)N(C)C2CCCCC2)c([N+](=O)[O-])n1
  5%	i	11%	u	-2%	4%	-6%	9%
3. O=C(/C=C/c1ccco1)NC(=S)Nc1ccccc1O
  -2%	-36%[inhibitor]	-2%	6%	-1%	-6%	25%	4%
4. COc1ccc(OC)c(S(=O)(=O)N2CCNCC2)c1
  14%	-2%	-1%	1%	8%	17%	-27%	-3%
5. Cc1ccnc(NC(c2ccccc2F)c2ccc3cccnc3c2O)c1 (centres undefined)
  x	i	x	-56%[inhibitor]	x	x	u	8%
6. Cc1ccn2c(c1)nc(=O)c1cc(S(=O)(=O)N3CCC(C)CC3)ccc12
  -6%	i	-17%	-8%	-29%	-4%	11%	3%
7. CCCCNC(=S)NCC(c1ccccc1)c1c[nH]c2ccccc12 (centres undefined)
  1%	-4%	-8%	3%	-8%	8%	10%	11%
8. Cc1ccnc(NS(=O)(=O)c2ccc(NC(=O)COc3ccccc3)cc2)n1
  11%	i	-3%	25%	-7%	4%	-5%	-3%
9. O=C(NC1CCN(C(=O)Nc2cccc(F)c2)CC1)C1CCCCC1
  7%	i	14%	-5%	16%	3%	8%	-2%
10. CCCCn1c(N)c(N(CC(C)C)C(=O)c2cccc(-n3cnnn3)c2)c(=O)[nH]c1=O
  -4%	-50%[inhibitor]	-6%	-14%	16%	17%	7%	-3%
11. CCC(C)c1ccc(S(=O)(=O)N2CCN(S(=O)(=O)c3ccc(NC(C)=O)cc3)CC2)cc1 (centres undefined)
  -2%	i	27%	27%	0%	-16%	31%	8%
12. COc1ccc(-c2nn(C)c(=O)c3ccccc23)cc1NC(=O)Cn1nc(-c2ccccc2)c2ccccc2c1=O
  0%	i	4%	8%	-9%	10%	21%	4%
13. CCN(c1ccccc1)S(=O)(=O)c1ccc(Cl)c(NC(=O)CN2C(=O)NC3(CCCC3)C2=O)c1
  0%	i	5%	2%	-17%	13%	u	9%
14. COc1cc2[nH]c(=S)nc(NCc3ccccn3)c2cc1OC
  7%	i	-7%	-13%	17%	11%	8%	-8%
15. CCN(CC)c1ncnc2c1ncn2[C@H]1CN(Cc2ccco2)C[C@@H](CO)O1
  19%	-3%	-2%	8%	-6%	5%	-12%	-3%

# Arranged by heavy-atom count (rising): some entries from above.
# Values in the order – EPAC1 ag	PTHR1 agonist	EPAC2 antagonist	TDP43 rescue	EPAC1 antagonist	EPAC2 agonist	FUS suppressor	aSyn rescue
4. COc1ccc(OC)c(S(=O)(=O)N2CCNCC2)c1
  14%	-2%	-1%	1%	8%	17%	-27%	-3%
3. O=C(/C=C/c1ccco1)NC(=S)Nc1ccccc1O
  -2%	-36%[inhibitor]	-2%	6%	-1%	-6%	25%	4%
2. Cc1ccc(OCC(=O)N(C)C2CCCCC2)c([N+](=O)[O-])n1
  5%	i	11%	u	-2%	4%	-6%	9%
9. O=C(NC1CCN(C(=O)Nc2cccc(F)c2)CC1)C1CCCCC1
  7%	i	14%	-5%	16%	3%	8%	-2%
6. Cc1ccn2c(c1)nc(=O)c1cc(S(=O)(=O)N3CCC(C)CC3)ccc12
  -6%	i	-17%	-8%	-29%	-4%	11%	3%
5. Cc1ccnc(NC(c2ccccc2F)c2ccc3cccnc3c2O)c1 (centres undefined)
  x	i	x	-56%[inhibitor]	x	x	u	8%
15. CCN(CC)c1ncnc2c1ncn2[C@H]1CN(Cc2ccco2)C[C@@H](CO)O1
  19%	-3%	-2%	8%	-6%	5%	-12%	-3%
10. CCCCn1c(N)c(N(CC(C)C)C(=O)c2cccc(-n3cnnn3)c2)c(=O)[nH]c1=O
  -4%	-50%[inhibitor]	-6%	-14%	16%	17%	7%	-3%
11. CCC(C)c1ccc(S(=O)(=O)N2CCN(S(=O)(=O)c3ccc(NC(C)=O)cc3)CC2)cc1 (centres undefined)
  -2%	i	27%	27%	0%	-16%	31%	8%
13. CCN(c1ccccc1)S(=O)(=O)c1ccc(Cl)c(NC(=O)CN2C(=O)NC3(CCCC3)C2=O)c1
  0%	i	5%	2%	-17%	13%	u	9%
12. COc1ccc(-c2nn(C)c(=O)c3ccccc23)cc1NC(=O)Cn1nc(-c2ccccc2)c2ccccc2c1=O
  0%	i	4%	8%	-9%	10%	21%	4%

# Next records
# Values in the order – EPAC1 ag	PTHR1 agonist	EPAC2 antagonist	TDP43 rescue	EPAC1 antagonist	EPAC2 agonist	FUS suppressor	aSyn rescue
16. O=C(O)C1CCC(=O)N(C2CCCCC2)C1c1ccccc1Cl (centres undefined)
  4%	-2%	5%	5%	0%	3%	-14%	-2%
17. O=C(CSc1nc2nc3c(cc2c(=O)n1-c1ccccc1)CCCC3)Nc1ccccc1
  -3%	i	15%	18%	8%	0%	5%	4%
18. O=C1NC(c2ccc(Cl)cc2)Oc2ccccc21 (centres undefined)
  -6%	-22%	6%	12%	-5%	-2%	-15%	-4%
19. COC(=O)[C@@]12C[C@@H](CC(=O)NCCc3ccccc3OC)C(=O)N(Cc3ccco3)C1=CCC(C)(C)C2
  -7%	-6%	-11%	-9%	-22%	6%	34%	-1%
20. COc1ccc(-c2cc(C(F)(F)F)nc(S(=O)(=O)CCCC(=O)Nc3cccnc3Cl)n2)cc1OC
  -17%	i	1%	-13%	-6%	4%	5%	0%
21. C[C@H](CO)N1C[C@H](C)[C@@H](CN(C)C(=O)Nc2ccccc2)Oc2c(NS(=O)(=O)c3ccc(F)cc3)cccc2C1=O
  0%	i	-10%	6%	3%	1%	43%	5%
22. CCOc1ccc(N(CC)C(=O)Cc2c(C(=O)O)n(C)c3ccccc23)cc1
  -1%	i	1%	-25%	-8%	-2%	30%	1%
23. Cc1nn2c(N3CCN(C4CCCC4)CC3)cc(C(C)(C)C)nc2c1-c1ccccc1
  13%	-16%	2%	-32%	3%	3%	12%	-2%
24. Cc1ccc(CNC(=O)Cc2ccc(Br)cc2)cc1
  0%	i	0%	-2%	-8%	6%	-1%	-4%
25. CNC(=O)c1csc(-c2ccc(C)cc2)n1
  3%	-10%[57.5 µM]	4%	16%	18%	-2%	16%	-2%
26. C1CCc2c(nnc3c2-c2nonc2CC3)C1
  -3%	-28%[57.5 µM]	-2%	0%	1%	5%	-15%	-1%
27. O=C(COC(=O)c1ccc(F)cc1F)Nc1ncccn1
  3%	0%	2%	-9%	-13%	5%	6%	-4%
28. O=C(/C=C/c1ccccc1Cl)N(Cc1ccccc1)C1CCS(=O)(=O)C1 (centres undefined)
  22%	-19%	-1%	0%	4%	-7%	28%	6%
29. S=c1[nH]c(-c2ccccc2)cn1/N=C/c1ccccc1Br
  9%	i	4%	u	43%[activator]	5%	18%	-19%
30. COc1ccc(CCNC(=O)CSc2nnc(NC(C)=O)s2)cc1OC
  0%	i	6%	3%	-3%	5%	x	-3%
31. CCc1nn(C(CC)C(=O)NCC(C)c2ccccc2)c(=O)c2cc3occc3n12 (centres undefined)
  -1%	i	-14%	0%	u	-1%	8%	2%
32. Cc1ccc(NC(=O)c2sccc2C)cc1S(=O)(=O)N(C)C
  -6%	-3%	-2%	u	-25%	14%	-3%	-10%
33. CN(CC(=O)Nc1ccc(OC(F)(F)F)cc1)C(=O)c1ccc(N2CCCC2=O)cc1
  0%	-33%[inhibitor]	4%	25%	-5%	1%	12%	5%
34. Cc1cccc(NC(=S)N2CCN(c3ccc(F)cc3)CC2)c1
  -11%	-27%	3%	-8%	-2%	-3%	14%	-8%
35. Cc1cc(C)c2nc(N3CCCC(C(=O)N4CCC(C(N)=O)CC4)C3)sc2c1 (centres undefined)
  -3%	-14%[57.5 µM]	9%	-17%	7%	-7%	32%	6%
36. Cc1ccc(S(=O)(=O)/N=S(/C)c2ccccc2)cc1 (centres undefined)
  -7%	i	-2%	0%	4%	-8%	-21%	0%
37. O=C(COC(=O)c1ccc(Cl)c(Cl)c1)Nc1cccnc1Cl
  -7%	i	19%	8%	8%	-6%	15%	4%
38. Cc1ccc(NC(=S)NC(NC(=O)N(C)C)C(Cl)(Cl)Cl)cc1 (centres undefined)
  -1%	i	-2%	12%	-4%	-2%	x	3%
39. OCCC1CN(CCCn2cccn2)CCN1Cc1ccccc1 (centres undefined)
  1%	i	17%	-11%	6%	6%	-1%	-4%
40. c1ccc(-c2nnc(CSc3nncs3)o2)cc1
  10%	-7%[57.5 µM]	7%	4%	4%	0%[15.6 µM]	-16%	-1%
41. COc1cc(-c2cc(C(=O)O)c3cc4c(cc3n2)OCCO4)cc(OC)c1OC
  0%	-20%	2%	-14%	8%	6%	-6%	0%
42. COc1ccc(-c2c(-c3cc(OC)cc(OC)c3)n(C)c3ccc(Br)cc23)cc1
  -1%	-25%	7%	13%	6%	8%	18%	1%
43. Cc1ccc2cc3cc(C(=O)N4CCCCC4C)oc3nc2c1 (centres undefined)
  3%	-11%[57.5 µM]	-1%	-1%	-15%	2%	25%	-2%
44. CC(C(=O)NC1CCCC1)n1c(-c2ccccn2)nc2ccccc21 (centres undefined)
  7%	-12%	0%	-1%	-9%	11%	-1%	2%
45. CSc1cccc(NC(=O)COc2ccccc2)c1
  -5%	0%[57.5 µM]	0%	u	-13%	6%	-8%	1%
46. CCCCNC(=O)c1c(N)[nH]c(C(=O)c2ccccc2)c1-c1ccccn1
  2%	-64%[inhibitor]	5%	17%	7%	8%	7%	6%
47. CN(C1CCCCC1)S(=O)(=O)c1ccc(SCC(N)=O)nc1
  3%	-13%	8%	4%	-3%	6%	-28%	3%
48. O=C(C1CCCCC1)N1CCCC(c2nc3c(nnn3Cc3ccccc3)c(=O)[nH]2)C1 (centres undefined)
  0%	-50%[inhibitor]	-10%	-16%	-15%	5%	34%	-6%
49. O=C(Nc1ccc2c(c1)OCCO2)c1ccccc1Cl
  19%	-37%[inhibitor]	-14%	7%	-11%	12%	-20%	-1%
50. COc1cc(NC(C(=O)Nc2cccc(C(C)=O)c2)c2ccccc2)cc(OC)c1OC (centres undefined)
  6%	i	-13%	18%	-27%	8%	x	2%
51. C/C(=N/NC(=O)c1cnccn1)c1ccncc1
  3%	-20%	3%	-3%	u	11%	26%	-4%

# The list is partial; count on the stated rates, not on these rows.
